yeast cln2 rad14: NCI yeast anticancer drug screen, S. cerevisiae cln2 rad14 strain; 8.3% of 78,000 active; AID 165; % growth inhibition at 50 µM;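 further: 0% = growth of vehicle-only cultures of the same strain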
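Growth of compound-exposed yeast (cln2 rad14 genotype) measured and expressed as inhibition relative to vehicle.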
yeast mlh1 rad18: NCI yeast anticancer drug screen, S. cerevisiae mlh1 rad18 strain; % growth inhibition at 50 µM; 11% of 79,000 active; AID 175;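 further: 0% = growth of vehicle-only cultures of the same strain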
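Steps: expose repair-defective yeast to compound; measure growth; express inhibition against vehicle-treated controls.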
bub3: NCI yeast anticancer drug screen, S. cerevisiae bub3 mutant strain; % growth inhibition at 50 µM; 9.9% of 78,000 active;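 further: 0% = growth of vehicle-only cultures of the same strain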
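Yeast carrying a defined mutation is treated with each compound, and growth is compared with that of vehicle-exposed cells to give inhibition.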
sgs1 mgt1: NCI yeast anticancer drug screen, S. cerevisiae sgs1 mgt1 strain | % growth inhibition at 50 µM | 10% of 78,000 active | AID 161;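 further: 0% = growth of vehicle-only cultures of the same strain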
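Read-out: growth inhibition vs vehicle controls. Cells: mutant yeast strain deficient in DNA damage repair.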
mec2-1: NCI yeast anticancer drug screen, S. cerevisiae mec2-1 strain; % growth inhibition at 50 µM; 9% of 79,000 active; AID 157;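 further: 0% = growth of vehicle-only cultures of the same strain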
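Each compound was tested on mec2-1 yeast, a strain altered in DNA damage repair or cell cycle control. Growth inhibition is reported relative to vehicle.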
yeast rad50: NCI yeast anticancer drug screen, S. cerevisiae rad50 strain | growth inhibition, % at 50 µM | 10% of 79,000 active;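 further: 0% = growth of vehicle-only cultures of the same strain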
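Readout: growth inhibition relative to vehicle-treated cultures. Compound exposure was carried out in a genetically defined yeast strain deficient in DNA damage repair.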
Active calls of the source: *; & = joins results of further samples. No stated cut-off is given here; in the data, active means growth inhibition above about 70%; inactive means the rest. Compounds as they come; about 14% have a hit in one of these screens.

SMILES	yeast cln2 rad14	yeast mlh1 rad18	bub3	sgs1 mgt1	mec2-1	yeast rad50
[Fe+2].[NH-]C(Cc1ccc(O)cc1)C(=O)O.[NH-]C(Cc1ccc(O)cc1)C(=O)O (stereo not drawn)	23.4	30.1	-2.4	24.1	8.2	15.1
Cc1ccc(S(=O)(=O)N(c2cc([N+](=O)[O-])ccc2Br)S(=O)(=O)c2ccc(C)cc2)cc1	2.6	13.8	8.5	-0.1	-1.4	-6.6
CCOC(=O)c1cc2ccccc2cc1OC	-14.9	6.8	6.5	-15.7	-8.2	20.4
CC(=O)N=C1N(/C=C2\C(=O)Oc3ccccc3C2=O)C(=O)/C(=C/c2cccc(Cl)c2Cl)N1C	-21.8	-22.4	-37.5	28.2	0.2	-7.8
FC(F)(F)c1cccc(COCCN2CCN(Cc3cccc(C(F)(F)F)c3)CC2)c1	96.5*	99.0*	98.2*	99.1*	99.1*	97.7*
CCCCCCCCCCCC(=O)OC(COCCC(C)C)COCCC(C)C	-12.1	12.1	-11.9	-3.1	-5.0	-2.9
Cc1ccc(NC(Nc2ccc(C)c(Cl)c2)C(Cl)(Cl)Cl)cc1Cl	-7.7	-15.3	5.8	-5.7	-24.0	9.7
O=C1OC2C3c4ccccc4C(c4c3ccc3ccccc43)C2O1 (stereo not drawn)	19.7	29.2	24.1	19.8	10.9	10.1
C=C(Nc1ccc2ccccc2c1)S(=O)(=O)O	18.9	-6.0	14.2	26.8	15.4	15.3
OCC1OC(n2nc(-c3ccccc3)nc2-c2cnccn2)C(O)C1O (stereo not drawn)	23.9	-18.4	-47.2	-12.4	-4.3	22.4
Clc1ccc(C2=Nc3ccccc3SC(c3ccc(Cl)c(Cl)c3)C2)c(Cl)c1 (stereo not drawn)	40.8	63.7	70.4*	63.3	49.3	64.2
CCn1c(S)c(N=NC(=S)c2ccc3ccccc3n2)c2ccccc21	23.4	11.5	17.4	27.8	18.9	46.0
CCO/C=C1\SC(=S)N(c2ccc(OCC)cc2)C1=O	21.1	57.5	72.2*	33.5	28.2	29.7
N#Cc1ccc2ccccc2c1	-4.7	-16.8	10.7	3.0	-7.0	4.7
CC(C)OC(=O)C1(C(C)C)CCc2ccc(C(=O)CCC(=O)O)cc21 (stereo not drawn)	45.1	-15.2	20.8	20.9	26.8	15.1
O=C1OC2(CCCCC2)OC1c1ccccc1 (stereo not drawn)	10.5	33.5	16.2	11.9	4.2	23.4
Cn1c2ccccc2c2nnc(N/N=C/c3ccncc3)nc21	-47.8	-17.6	0.1	-9.2	-28.7	-38.4
CC(=O)OCC1OC(n2ccc(=O)[nH]c2=O)CC1N=[N+]=[N-] (stereo not drawn)	-48.3	0.3	13.3	1.1	8.7	-25.1
CCN(CC)C(=O)C1CCNCC1	-27.2	-7.8	9.8	-2.0	-14.4	-12.3
CCN(CC)CCC(O)(c1cccc(Cl)c1)C1CCCCC1 (stereo not drawn)	-68.0	-7.2	-8.0	-3.1	-6.2	-1.4
Cc1ccccc1NP1(Nc2ccccc2C)=NP(Nc2ccccc2C)(Nc2ccccc2C)=NP(Nc2ccccc2C)(Nc2ccccc2C)=NP(Nc2ccccc2C)(Nc2ccccc2C)=N1	-5.3	-9.7	-7.0	23.6	-0.9	0.8
C1=C(N2CCOCC2)/C(=C2\SC(=Nc3ccccc3)C(=Nc3ccccc3)N2c2ccccc2)CC1	14.3	-28.6	-5.3	-7.7	-5.4	-5.8
O=S1(=O)C2C=CC1CCCC2	-30.9	2.0	-11.6	-6.9	-12.7	3.4
c1ccc(CCN2CCN(CCc3ccccn3)CC2)nc1	-19.6	0.2	3.8	-7.0	6.0	6.2
Brc1ccc(CN(Cc2ccccc2)Cc2ccccc2)cc1	-10.4	4.8	10.7	1.6	-8.3	-13.3
C=CC(O)CCCCC (stereo not drawn)	-3.9	5.8	-2.1	-3.2	-33.4	8.3
Cc1c(C(=O)O)c(-c2ccc([N+](=O)[O-])cc2)c(C=O)n1-c1ccccc1	-8.5	22.9	25.7	3.3	10.9	-4.9
O=C(O)CNCCO	0.0	-0.2	22.2	6.7	7.8	-0.3
COc1ccc(Cc2cc(N=O)c(C)cc2O)cc1	15.2	11.6	-3.4	10.3	-7.5	1.6
COc1ccc2c(c1)OC(c1cccnc1)C(c1ccccc1)C2=O (stereo not drawn)	15.4	-0.1	16.1	17.9	-27.9	-5.5
C#CCOC(=O)CCC(=O)OCC#C	13.1	-14.9	-5.0	-17.9	-10.0	5.6
CN1CCN(c2ccc3nc(-c4ccc5nc(-c6ccc(O)cc6)[nH]c5c4)[nH]c3c2)CC1	97.8*	99.2*	99.2*	99.2*	99.0*	99.0*
CCOC(=O)c1ccc2c(c1)C(C)(SC)C(=O)N2 (stereo not drawn)	4.7	-1.4	-6.5	-2.9	0.7	-12.7
CC(=O)OCCn1c(Cc2ccc(Cl)cc2)nn(C(C)=O)c1=O	6.7	15.3	-15.2	20.1	6.0	14.4
C=CCC1=C2CCCCC2CCC1=O (stereo not drawn)	3.3	5.0	-11.0	-15.9	-27.8	-5.7
COC1=C(OC)C(=O)C(N(C)C)=C(CO)C1=O	-1.4	-11.1	6.8	1.6	6.3	1.4
O=C(O)CCc1c(-c2ccccc2)c(-c2ccccc2)c2n1CCC2	-12.6	48.9	33.9	56.5	41.0	49.5
NSc1ccccc1[N+](=O)[O-]	6.7	4.5	2.9	5.6	-2.5	7.0
Cc1ccc2c(c1)NC(=O)C(N=[N+]=[N-])(c1ccccc1)C2=O (stereo not drawn)	91.3*	70.4*	92.3*	90.2*	91.3*	89.8*
N=[N+]=CC(=O)CCC(NC(=O)C(CCC(=O)C=[N+]=N)NC(=O)CCC(N)C(=O)O)C(=O)O (stereo not drawn)	2.0	33.0	35.3	11.5	-12.6	30.1

Exported with two lines to a compound: entries from further up
Second line of a record – yeast cln2 rad14 | yeast mlh1 rad18 | bub3 | sgs1 mgt1 | mec2-1 | yeast rad50
- C#CCOC(=O)CCC(=O)OCC#C
    13.1 | -14.9 | -5.0 | -17.9 | -10.0 | 5.6
- CN1CCN(c2ccc3nc(-c4ccc5nc(-c6ccc(O)cc6)[nH]c5c4)[nH]c3c2)CC1
    97.8* | 99.2* | 99.2* | 99.2* | 99.0* | 99.0*
- CCOC(=O)c1ccc2c(c1)C(C)(SC)C(=O)N2 (stereo not drawn)
    4.7 | -1.4 | -6.5 | -2.9 | 0.7 | -12.7
- CC(=O)OCCn1c(Cc2ccc(Cl)cc2)nn(C(C)=O)c1=O
    6.7 | 15.3 | -15.2 | 20.1 | 6.0 | 14.4
- C=CCC1=C2CCCCC2CCC1=O (stereo not drawn)
    3.3 | 5.0 | -11.0 | -15.9 | -27.8 | -5.7
- COC1=C(OC)C(=O)C(N(C)C)=C(CO)C1=O
    -1.4 | -11.1 | 6.8 | 1.6 | 6.3 | 1.4
- O=C(O)CCc1c(-c2ccccc2)c(-c2ccccc2)c2n1CCC2
    -12.6 | 48.9 | 33.9 | 56.5 | 41.0 | 49.5
- NSc1ccccc1[N+](=O)[O-]
    6.7 | 4.5 | 2.9 | 5.6 | -2.5 | 7.0
- Cc1ccc2c(c1)NC(=O)C(N=[N+]=[N-])(c1ccccc1)C2=O (stereo not drawn)
    91.3* | 70.4* | 92.3* | 90.2* | 91.3* | 89.8*
- N=[N+]=CC(=O)CCC(NC(=O)C(CCC(=O)C=[N+]=N)NC(=O)CCC(N)C(=O)O)C(=O)O (stereo not drawn)
    2.0 | 33.0 | 35.3 | 11.5 | -12.6 | 30.1

Later entries:
SMILES	yeast cln2 rad14	yeast mlh1 rad18	bub3	sgs1 mgt1	mec2-1	yeast rad50
CC1OC(n2cnc3c(NC(=O)c4ccccc4)ncnc32)C(O)C2OC12 (stereo not drawn)	13.4	14.8	3.0	8.8	-3.0	-1.1
CSc1ccc(C(=C=C=C(c2ccc(SC)s2)c2ccc(SC)s2)c2ccc(SC)s2)s1	-24.2	-2.1	-31.9	2.9	-19.8	38.7
NC(=O)/N=C(\N)NC(=O)c1ccccc1	-25.9	4.8	-13.3	-23.4	5.1	-13.4
COc1ccc(CCN/C=C(\C)C(=O)c2ccc(F)cc2)cc1OC	-29.2	-4.5	-13.9	-13.6	-4.6	11.2
Cc1cccc(-c2cc(=O)c3cccnc3[nH]2)c1	4.0	1.2	-13.0	9.3	-1.4	2.0
N#CCCN(C1=NN(C(=O)CC(=O)Nc2ccccc2)C(c2ccccc2)C1)c1ccccc1Cl (stereo not drawn)	27.9	-9.2	-1.1	-36.0	-3.9	-5.0
Cc1c(S)cnc2ccccc12	-66.6	2.9	-14.8	1.7	-6.2	-0.6
CCC1CCC(CCCO)NC1 (stereo not drawn)	-25.8	8.2	-19.9	-7.8	-0.1	3.3
NC(Cc1ccccc1)C(=O)OCN1C(=O)C2C3C=CC(C2C1=O)C1C2C(=O)N(COC(=O)C(N)Cc4ccccc4)C(=O)C2C31 (stereo not drawn)	13.7&-15.1	4.4&-9.2	-3.6&-10.3	9.6&-7.0	-8.8&-1.6	-15.2&11.8
CC(CC(=O)c1ccc2sc3ccccc3c2c1)C(=O)O (stereo not drawn)	60.4	56.8	27.3	49.2	33.6	58.4
Nc1ccccc1N/N=C/c1ccccc1	-37.5	5.2	-15.3	-15.4	15.3	-4.3
CC(=O)Nc1nc(C)c(CCCOc2ccc([N+](=O)[O-])cc2)c(Cl)n1	1.4	12.2	27.1	4.0	11.4	1.6
Nc1cc(Cl)c(I)cc1Cl	32.3	86.8*	69.2	50.1	15.8	74.5*
CCC(C)C(C(=O)OCC[N+](C)(CC)CC)c1ccc(C)c(C)c1 (stereo not drawn)	-8.4	-3.0	-1.2	16.5	-8.9	25.1
COc1cc([N+](=O)[O-])ccc1P(=O)(O)O	-4.3	14.1	-9.9	-1.4	-5.7	2.0
CCCOC(=O)Nc1ccccn1	-36.6	-9.1	-24.4	4.0	-5.5	3.6
Cc1ccc2c(c1)CCCN2	21.6	7.5	9.8	4.7	11.2	7.2
CCCCOC(=O)c1ccc(NC(=O)Nc2c(C)cccc2C)cc1	-6.2	25.0	30.9	27.3	-4.4	-0.7
O=[N+]([O-])c1ccc(/C=C(/c2ccc([N+](=O)[O-])o2)S(=O)(=O)c2ccccc2)o1	71.1*	90.2*	61.0	92.1*	67.7	86.0*
CC(C)(Oc1ccc(Cl)cc1)C(=O)O (tested in a mixture with another compound)	-18.0	4.0	-1.0	15.6	5.1	28.0
Cc1cc([C@H](C#N)c2nc3ccccc3[nH]2)nc(Cl)n1	1.1	5.0	22.2	39.2	3.0	21.4
Cc1cc2c(c3oc(C4(C)OC4C4OC4C)cc(=O)c13)C(=O)c1c(O)c(C3CC(C)(N(C)C)C(O)C(C)O3)cc(C3CC(N(C)C)C(O)C(C)O3)c1C2=O (stereo not drawn)	88.8*	87.5*	89.2*	90.7*	92.2*	88.6*
Cc1c(N)nc(C(CC(N)=O)NCC(N)C(N)=O)nc1C(=O)NC(C(=O)NC(C)C(O)C(C)C(=O)NC(C(=O)NCCc1nc(-c2nc(C(=O)NCCC[S+](C)CC(N)=O)cs2)cs1)C(C)O)C(OC1OC(CO)C(O)C(O)C1OC1OC(CO)C(O)C(OC(N)=O)C1O)c1cnc[nH]1 (stereo not drawn)	56.9	75.7*	80.0*	71.7*	58.9	63.9
CC[N@+]1(C)CC2CCC1C2 (stereo partly drawn)	-43.0	-2.6	0.1	27.1	21.1	-4.0
CC(=O)c1c(C(=O)O)cccc1[N+](=O)[O-]	-45.1	-21.3	-18.0	-16.4	-26.2	-21.1
CN1CCC(c2ccccc2)(c2ccccc2)C(O)C1 (stereo not drawn)	4.3	4.7	3.3	13.7	-0.5	1.1
CCOC(=O)CC(CC(=O)OCC)=NNC(N)=O	-18.1	1.7	-5.8	-17.9	-14.4	-37.1
CC(C)(O)C1CCC/C1=N/NC(N)=O (stereo not drawn)	3.5	-11.3	-10.3	5.2	5.0	-7.5
O=C(CN1CCOCC1)NC1=Nc2ncccc2C(=O)NN1	-25.1	-39.0	-2.6	-57.0	-30.1	-26.8
Clc1ccc(/C=N\Nc2c3ccccc3nc3ccccc23)cc1Cl	11.9	61.8	28.1	58.4	14.6	71.0*
Cc1[nH]nc2c(=O)n(N)nnc12	-16.9	26.4	-15.8	0.3	7.3	18.4
O=C(/C=N/O)Nc1ccccc1	7.9	-9.3	7.2	-0.1	7.2	10.8
O=C1C2=Cc3ccccc3OC2(O)Oc2ccc(O)cc21 (stereo not drawn)	-2.0	-33.5	-38.6	-6.0	6.8	8.5
CC(=O)OC(C)C(C)Br (stereo not drawn)	-25.1	4.9	-13.0	-9.3	4.4	9.8
CC(NC(=O)CCl)c1ccccc1 (stereo not drawn)	14.4	36.4	4.2	-12.9	-12.2	23.7
CC(=O)OC(C)/C=C\C#N (stereo not drawn)	-2.6	37.8	0.3	5.2	14.3	-17.9
CC(C)C1=C(O)C2=C(C(=O)C1=O)C1(C)CCCC(C)(C)C1C(O)C2OC=O (stereo not drawn)	92.0*	87.5*	92.5*	93.5*	93.7*	92.2*
CC(=O)c1nc2ccccc2n1CC(=O)c1ccc([N+](=O)[O-])cc1	-8.0	-8.1	3.5	6.2	8.7	-0.7

Compound activity (PubChem)
